# High-throughput results from PubChem BioAssay.
# ALDH1A1 block = blocks purified human ALDH1A1 activity; P00352; 7.3% of 220,000 active; Purified ALDH1A1, NADH fluorescence, propionaldehyde substrate; Potency, µM (series often up to 75.3 µM), for inactives: top-dose activity, negative = inhibition, usual class: inhibitors; AID 1030; active = well fitted inhibition curve with a large enough effect, not every such curve was filed as active; inconclusive = small, poorly fitted or top-dose-only effect, or another doubt; inactive = no such curve, though single readings can be large or run the other way;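 also: plate controls were no enzyme wells and a reference inhibitor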
# Target sequence (P00352 whole entry, looked up): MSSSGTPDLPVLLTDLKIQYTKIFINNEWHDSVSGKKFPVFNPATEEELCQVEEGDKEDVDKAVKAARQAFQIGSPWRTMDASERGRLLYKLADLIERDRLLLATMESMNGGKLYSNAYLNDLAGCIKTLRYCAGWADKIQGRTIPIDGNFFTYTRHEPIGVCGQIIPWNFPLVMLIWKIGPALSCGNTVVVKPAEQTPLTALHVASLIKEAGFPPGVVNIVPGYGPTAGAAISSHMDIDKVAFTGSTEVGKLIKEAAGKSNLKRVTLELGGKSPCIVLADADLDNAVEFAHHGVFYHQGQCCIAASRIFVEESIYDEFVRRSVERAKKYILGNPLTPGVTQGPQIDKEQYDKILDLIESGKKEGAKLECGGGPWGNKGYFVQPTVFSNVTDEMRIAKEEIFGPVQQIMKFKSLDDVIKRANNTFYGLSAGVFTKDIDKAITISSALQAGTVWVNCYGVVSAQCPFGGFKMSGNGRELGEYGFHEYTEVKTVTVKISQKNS
# Tau fibril ThT = blocks human tau fibril formation measured by thioflavin T | Potency, µM (highest dose often 57.4 µM), inactives show at the top dose activity, negative = inhibition, hits mostly inhibitors | 2.1% of 270,000 active | AID 1460 | recombinant tau K18 P301L, heparin-induced fibrillization, ThT fluorescence | P10636; also: nearly all actives have a fitted effect of over 55% in size
# Target sequence (P10636 561-689 P618L limits assumed): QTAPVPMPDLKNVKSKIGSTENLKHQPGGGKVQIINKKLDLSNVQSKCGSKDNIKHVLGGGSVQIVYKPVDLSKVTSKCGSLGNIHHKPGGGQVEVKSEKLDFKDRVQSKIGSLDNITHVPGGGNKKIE
#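 Fibril formation assay: tau K18 P301L at 15 uM with trace Alexa 594 label, heparin inducer 20 uM, pH 7 sodium acetate buffer, 37 C for 6 hr; endpoint ThT signal.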
# TR SRC2 fluor cs = counter-screen for TRb-SRC2 inhibitors: fluorescence interference. 0.29% of 280,000 active. TRb/SRC2 Texas Red total fluorescence interference. Potency, µM (top dose mostly 106 µM), for the others: top-dose fluorescence change, negative = quenching; active = well fitted curve in either direction with a large enough effect; inconclusive = small, poorly fitted or top-dose-only effect
#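 Human TRb ligand-binding domain at 0.6 uM with 20 nM Texas Red SRC2 peptide in Tris buffer containing 1 uM T3 and 5% DMSO, incubated with compound 5 h at ambient temperature. Total fluorescence (555/632 nm) calculated as parallel + 2 × perpendicular.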
# Tau fluor counter = counter-screen for tau fibril formation inhibitors | 0.93% of 280,000 active | tau K18 P301L (four-repeat tau fragment) Alexa594 fluorescence, heparin fibrillization | AID 1463 | Potency, µM (series often up to 57.7 µM), inactives show at the highest dose activity change, negative = decrease; also: nearly all actives have a fitted effect of over 55% in size
#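 Human K18 P301L tau (15 uM unlabeled plus 0.24 uM Alexa 594-labeled, final) in 100 mM sodium acetate pH 7 was mixed with compound and 20 uM heparin and incubated 6 hr at 37 C.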
# aGal spleen mod = inhibitors or activators of human alpha-galactosidase in spleen homogenate | human spleen homogenate, 4MU-alpha-Gal fluorescence, 40 min | Potency, µM (doses to about 80 µM), without a hit: top-dose activity change, negative = inhibition, actives largely listed as inhibitors | 0.008% of 240,000 active;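 also: 0% = enzyme with vehicle and -100% = no enzyme basal signal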
# Target sequence (P06280 32-429 limits assumed): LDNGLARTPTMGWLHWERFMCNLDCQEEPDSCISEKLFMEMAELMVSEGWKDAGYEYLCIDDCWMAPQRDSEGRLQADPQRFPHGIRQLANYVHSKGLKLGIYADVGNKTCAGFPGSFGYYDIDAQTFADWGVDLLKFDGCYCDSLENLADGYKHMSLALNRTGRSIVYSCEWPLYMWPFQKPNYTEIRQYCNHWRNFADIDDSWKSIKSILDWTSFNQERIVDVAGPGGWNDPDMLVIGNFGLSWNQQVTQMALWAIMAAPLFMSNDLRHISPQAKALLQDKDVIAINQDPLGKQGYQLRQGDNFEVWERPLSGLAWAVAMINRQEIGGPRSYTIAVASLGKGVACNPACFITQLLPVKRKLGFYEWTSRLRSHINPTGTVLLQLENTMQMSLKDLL
#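 qHTS titration in buffer at pH 5.0. Alpha-galactosidase activity in spleen homogenate was measured via 4-methylumbelliferone release from 1 mM fluorogenic substrate after 40 min at 37C and a pH 10 stop. AC50 came from Hill fits of control-normalized data.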
# Tau FP inhib = inhibitors of human tau fibril formation. Potency, µM (doses to about 57.7 µM), without a hit: at the highest dose activity, negative = inhibition, hits mostly inhibitors. AID 1468. P10636. 0.39% of 280,000 active. K18 P301L tau heparin fibrillization, Alexa594 FP, 6 h; also: nearly all actives have a fitted effect of over 55% in size
#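 Human K18 P301L fragment (15 uM unlabeled plus 0.24 uM Alexa 594-labeled) in 100 mM sodium acetate pH 7 with compound, aggregation induced by 20 uM heparin for 6 hr at 37 C. ThT (30 uM) added for 1 hr, then Alexa 594 FP read.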
# L3MBTL1 block = inhibitors of human L3MBTL1; AlphaScreen L3MBTL1–H3K9me1 peptide binding; Potency, µM (titrated, usually from 57.1 µM), inactives show at the highest dose activity, negative = inhibition, most hits filed as inhibitors; 0.66% of 230,000 active; also: nearly all actives have a fitted effect of over 60% in size
#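 AlphaScreen assay: L3MBTL1 (50 nM final) was preincubated 30 min at room temperature with biotinylated H3(1-15)K9me1 peptide (75 nM final), then 30 min with library compounds; streptavidin donor and nickel chelate acceptor beads (10 ug/mL final) added, 30 min dark.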
# TRb-SRC2 inh = inhibitors of human thyroid hormone receptor beta-SRC2 interaction; TRbeta-SRC2 peptide binding, fluorescence polarization; receptor liganded with 1 µM T3; Potency, µM (top dose mostly 106 µM), without a hit: at the highest dose activity change, negative = inhibition, most hits filed as inhibitors; 0.065% of 280,000 active; P10828;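 also: plate controls were bound peptide for no effect and peptide without receptor for full effect; nearly all actives have a fitted effect of over 50% in size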
#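 A fluorescence polarization screen tested compounds at multiple concentrations against complex formation between 0.6 uM TRb ligand-binding domain and 20 nM Texas Red SRC2 peptide, with 1 uM T3 present; readout after 5 hr.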
# Active calls of the source: *; u = inconclusive; x = not tested or not shown; [ ] = remark or other dose. Unless noted, calls follow the shape of the dose curve; as a rule, active = well fitted curve in the direction sought with a large enough effect; inconclusive = small, poorly fitted or top-dose-only effect, or another doubt; inactive = no such curve, though single readings can be large; an effect the other way counts as inactive or inconclusive. Unless noted, % is scaled to controls: 0 for no effect and ±100 for the full control effect; potency is read from the fitted curve at half-maximal effect.
# Fields: ALDH1A1 block, Tau fibril ThT, TR SRC2 fluor cs, Tau fluor counter, aGal spleen mod, Tau FP inhib, L3MBTL1 block, TRb-SRC2 inh
- O=C(NCC1CCCO1)c1cccc(NC(=O)c2ccco2)c1 (stereo unspecified)
    3%, 1%, -1%, 3%, -4%, -1%, 6%, -2%
- Cc1cccc(C)c1NC(=O)CSc1nc2ccccc2c(=O)[nH]1
    -5%, -6%, 2%, -2%, 10%, -4%, x, -19%
- CCC(C)N(C)Cc1cccc(C2(O)CCN(S(=O)(=O)c3ccc(F)cc3)CC2)c1 (stereo unspecified)
    5%, 3%, 5%, -4%, 7%, 5%, 3%, 4%
- CC(C)(C)SCCNC(=O)/C=C/c1ccc(F)cc1
    -6%, -2%, -2%[53 µM], 0%, 2%, 3%, 7%, -2%[53 µM]
- Cc1ccc(C(NC(=O)c2ccccc2)C(Cl)(Cl)Cl)cc1 (stereo unspecified)
    17%, 4%, 3%, 4%, -1%, -5%, 1%, -6%
- CN(CC1COc2ccccc2O1)C(=S)NC1CCCCC1 (stereo unspecified)
    u, -20%, -3%, -29%, -4%, 8%, 23%, -4%
- COc1ccc(C(=O)N/C(=C\c2cc(OC)c(OC)cc2[N+](=O)[O-])C(=O)NCCO)cc1
    -4%, -2%, 0%, 3%, 7%, 3%, 6%, -4%
- Cc1ccccc1CNC(=O)c1cccc(NC(=O)N2CCSc3ncccc32)c1
    x, 5%, -3%, 3%, x, -4%, x, -5%
- COc1cccc(C(c2c(O)nc(SC)n(C)c2=O)c2c(O)nc(SC)n(C)c2=O)c1
    1%, 13µM*, 0%, -17%, -6%, u, 10%, 0%
- COc1ccc(N/C(C)=C/C(=O)c2ccccc2)cc1
    -3%, u, -8%, -12%, 1%, 8%, -4%, -2%
- CCOc1ccccc1NC(=O)C(OC(=O)c1ccc(N(C)C)cc1)c1ccccc1 (stereo unspecified)
    u, 0%, 2%, -19%, -14%, -1%, -3%, -5%
- Fc1cccc(Cl)c1Cn1nnc2c(-n3ccnc3)ncnc21
    -11%, -17%, -3%, -22%, 11%, -9%, x, -18%
- O=C(c1cc2cc(Br)ccc2o1)N1CCCCC1
    22µM*, u, 2%, -10%, 6%, 2%, 5%, 7%
- O=C(O)c1ncc(-c2ccccc2)cn1
    8%, -3%, -3%, -3%, 6%, -4%, -13%, -1%
- COC(=O)c1cc(C(=O)OCC(=O)Nc2ccccc2OC(F)F)cc([N+](=O)[O-])c1
    4%, -6%, -26%, -21%, 1%, -1%, -2%, 6%
- Cc1cccc(C2=NNC(=O)C(c3ccc(Cl)cc3)C2)c1 (stereo unspecified)
    -6%, -9%, -4%, -6%, 9%, 4%, x, -2%
- CC(C(=O)Nc1ccccc1Cl)c1ccc([N+](=O)[O-])cc1 (stereo unspecified)
    0%, -1%, -2%, -6%, -12%, 4%, 2%, -6%
- O=C(CS(=O)(=O)Cc1ccccc1)Nc1nnc(C2CCCCC2)s1
    u, -8%, -1%, -2%, -5%, -3%, -4%, -7%
- Cn1nc(C(F)(F)F)c2cc(C(=O)O)sc21
    3%, -4%, -2%, -8%, -3%, -5%, x, -4%
- CCCCCC(=O)Nc1cccc(C2=NOC3(C2)C[C@H](C(N)=O)N(C(=O)c2ccccc2C(=O)c2ccccc2)C3)c1 (stereo partly specified)
    x, u, 0%, -30%, 6%, 6%, x, -2%
- COc1cccc(/C=N/NC(=O)CN2CC(c3ccccc3)CC2=O)c1OC (stereo unspecified)
    u, -8%, -44%, -5%, 13%, -4%, -1%, 1%
- O=C(NNC(=S)Nc1ccc(Cl)cc1)c1ccccc1OC(F)F
    20µM*, u, -6%, -25%, -1%, 3%, 6%, 4%
- Cc1nn(Cc2ccc(C(=O)NN)o2)c(C)c1Cl
    x, -9%, -1%, -5%, -4%, -2%, -12%, -6%
- CCc1cccc(CC)c1NC(=O)C1CN(S(=O)(=O)c2ccccc2)CCN1S(=O)(=O)c1ccccc1 (stereo unspecified)
    1%, -2%, -6%, -18%, 2%, -15%, 2%, -4%
- Cc1ccc(N2CC(C(=O)Nc3ccc(Br)cc3)CC2=O)cc1 (stereo unspecified)
    x, 8%, -3%, 0%, x, -8%, x, 11%
- COc1cccc(OCc2nnc(-c3cccs3)o2)c1
    u, -17%, 1%, -26%, -10%, 4%, x, 1%
- C/C(=C(\C#N)C(=O)NC1CCCCC1)N(C)C
    -8%, -10%, -2%, -2%, -5%, -7%, 1%, -6%
- CCN(CC)CCCN(Cc1cc2cc3c(cc2[nH]c1=O)OCCO3)C(=O)Nc1ccc(F)cc1
    u, 5%, -2%, 1%, -4%, 0%, -27%, 0%
- Cc1cccn2c(=O)cc(COc3ccc(NC(=O)COc4ccc(F)cc4)cc3)nc12
    x, u, -1%, -6%, x, -5%, x, 1%
- CCOC(=O)C1CCN(c2c(NCc3ccc(C(=O)NCCC(C)C)cc3)c(=O)c2=O)CC1
    -12%, 2%, -2%, 0%, 9%, 1%, 4%, -7%
- CCCCNc1nc(Oc2ccc(OCCC)nn2)nc(N(C)C)n1
    x, -3%, 1%, -8%, x, -1%, x, 0%
- Cc1c(NC(=O)C(C)OC(=O)c2cc(-c3cccc4ccccc34)nc3ccccc23)c(=O)n(-c2ccccc2)n1C (stereo unspecified)
    u, -9%, -1%, -11%, 0%, 4%, -2%, -8%
- COc1cccc(C2C3=C(CCCC3=O)Nc3[nH]n(-c4ccccc4)c(=O)c32)c1 (stereo unspecified)
    6%, -2%, 2%, 2%, -6%, 9%, -5%, -3%
- Cc1cccc(OCCNC(=O)c2cc(-n3cnnc3)ccc2Cl)c1
    -1%, -3%, -3%, -6%, -24%, 5%, 11%, 3%
- CCCNC(=O)c1onc(CSc2ccc(F)cc2)c1C(=O)NCCC
    x, -1%, -1%, -9%, 1%, 1%, x, -1%
- CCC1CSC(Nc2ccc(C(=O)/C=C/c3ccc(OC)c(OC)c3)cc2)=N1 (stereo unspecified)
    u, u, -1%, -23%, -2%, -4%, -13%, -5%
- O=C(NCCc1ccc(Cl)cc1)c1ccc2c(c1)N(Cc1ccccc1)CCS2
    x, u, -4%, u, x, 11%, x, 0%
- CCc1ccccc1N(C(=O)Cn1nnc2ccccc21)C(C(=O)NCCOC)c1ccco1 (stereo unspecified)
    3%, -5%, -2%, -2%, -4%, -2%, 3%, -3%
- Cc1[nH]c(=O)[nH]c(=O)c1S(=O)(=O)N1CCCC(C(=O)NCCC2=CCCCC2)C1 (stereo unspecified)
    u, u, 1%, -16%, -3%, -6%, x, 1%
- O=C(Nc1cccc(O)c1)c1ccccc1
    5%, -7%, 1%, -4%, 1%, 7%, 1%, -16%
- O=C(NCc1ccccn1)c1ccc2nc(-c3ccco3)c(-c3ccco3)nc2c1
    u, 13µM*, u, u, -3%, u, 3.5µM*, 20%
- COc1ccc(/C=C/C(=O)Nc2cc(C(F)(F)F)ccc2Cl)cc1OC
    u, -11%, -2%, u, 4%, u, 12%, -5%
- Cc1cccc(-n2c(SCC(N)=O)nc3c(c2=O)C2(CCCC2)Cc2ccccc2-3)c1
    u, -18%, -21%, -13%, 0%, 3%, -8%, 4%
- Cc1nn(CC(=O)NCc2ccccc2Cl)c(C)c1[N+](=O)[O-]
    6%, 3%, 0%, -1%, -3%, 5%, 8%, -6%
- NC(=O)CC(NC(=O)Cc1cccc2ccccc12)c1ccc(NCC2CC2)c([N+](=O)[O-])c1 (stereo unspecified)
    x, u, -1%, -14%, 0%, -8%, x, -1%
- CCc1cccc(C)c1NC(=O)CN(C)Cc1ccccc1F
    3%, -4%, 2%, 6%, -10%, 2%, 3%, 3%
- Cc1ccnc(NC(=O)c2ccco2)n1
    -4%, -6%, 1%, -1%, 6%, 0%, -1%, -8%
- COC(=O)C(C(=O)OC)C(c1ccccc1)C(C(=O)c1ccccc1)[N+](=O)[O-] (stereo unspecified)
    x, -10%, -2%, -5%, -7%, -9%, 4%, -2%
- COc1ccc(CNC(=O)Cn2c(=O)n3nc(-c4ccc(OC)cc4)nc3c3ccccc32)cc1
    x, -16%, 0%, -12%, x, u, x, -5%
- Cc1ccccc1C(=O)Nc1ccc(N2CCCC2)cc1
    u, u, 1%, u, -5%, 3%, -13%, -5%
- CCOC(=O)CSCC(=O)Nc1ccc(S(=O)(=O)N2CCCCC2)cc1
    u, -5%, -1%, -14%, -1%, -1%, x, -16%
- CC(C)CNS(=O)(=O)c1ccc(CCC(=O)NCc2cccnc2)cc1
    -1%, -1%, -4%, -4%, -2%, -2%, 11%, 0%
- O=C(Nc1ccc(Oc2ccccc2)cc1)c1ccc(Cn2c(=O)[nH]c3ccsc3c2=O)cc1
    14%, -1%, -2%, -28%, 4%, u, -2%, 11%
- COCCOC(=O)C1=C(C)N=C2SCCC(=O)N2C1c1ccc(C(=O)OC)cc1 (stereo unspecified)
    7%, -2%, 1%, -1%, 6%, -6%, 1%, 2%
- CCOC(=O)CC1C(=O)NCCN1S(=O)(=O)c1ccc(OC)cc1 (stereo unspecified)
    10%, -3%, 1%, -5%, 4%, -6%, 3%, 4%
- COc1ccccc1/C=C\C(=O)OC[C@@H]1CCCN2CCCC[C@H]12
    u, -7%, 0%, -12%, -12%, -2%, x, 4%

# Record cards, from the list above:
# `O=C(CS(=O)(=O)Cc1ccccc1)Nc1nnc(C2CCCCC2)s1` as listed: ALDH1A1 block = u; Tau fibril ThT = -8%; TR SRC2 fluor cs = -1%; Tau fluor counter = -2%; aGal spleen mod = -5%; Tau FP inhib = -3%; L3MBTL1 block = -4%; TRb-SRC2 inh = -7%
# `Cc1ccccc1C(=O)Nc1ccc(N2CCCC2)cc1` as listed: ALDH1A1 block = u; Tau fibril ThT = u; TR SRC2 fluor cs = 1%; Tau fluor counter = u; aGal spleen mod = -5%; Tau FP inhib = 3%; L3MBTL1 block = -13%; TRb-SRC2 inh = -5%
